LYP phosphatase: inhibitors of LYP phosphatase, biochemical, fluorescence intensity, uHTS (AID 1779). Tyrosine-protein phosphatase non-receptor type 22 (Homo sapiens). 290,000 compounds, 0.054% hits. inhibition, % at 11.5 µM; hits with a dose series show IC50 in µM. recombinant LYP phosphatase, fluorescence intensity; higher % means a stronger effect;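 also: plate controls were vehicle with enzyme for no effect and no enzyme for full effect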
AID2073: inhibitors of Mint1-CaV2.2 protein interaction, biochemical, HTRF (AID 2073). Voltage-dependent N-type calcium channel subunit alpha-1B (Homo sapiens). HTRF protein-protein interaction, Mint1-CaV2.2; higher % means a stronger effect. inhibition, % at 20 µM, or IC50 in µM where a hit was titrated. 290,000 compounds, 0.19% hits; in the data active = inhibition mostly above about 51%, no sharp cut-off; also: some results filed as inactive read as strong as hits
P. falciparum M17LAP: P. falciparum M17LAP inhibitors, primary screen, biochemical, fluorogenic H-Leu-NHMec substrate, 1536-well (AID 1619) | Leucine aminopeptidase (Plasmodium falciparum (isolate 3D7)) | recombinant M17LAP, H-Leu-NHMec fluorogenic kinetic assay; higher % means a stronger effect | inhibition, % at 30 µM; hits with a dose series show IC50 in µM | 220,000 compounds, 0.38% hits;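 active = compound inhibiting the enzyme by more than half at any dose during confirmatory dose-response retesting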;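 also: plate controls were full reaction with DMSO carrier for no effect and no enzyme background for full effect; strong numbers were not always called active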
SIAH1 antagonists: Siah-1 peptide-binding antagonists, primary screen, biochemical, fluorescence polarization, rhodamine-plectin, uHTS (AID 1817) | E3 ubiquitin-protein ligase SIAH1 (Homo sapiens) | Siah-1 / rhodamine-plectin peptide fluorescence polarization; higher % means a stronger effect | displacement, % at 20 µM; hits with a dose series show IC50 in µM | 290,000 compounds, 0.02% hits;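 active = displacement of at least 50% at 20 µM, with a fluorescence ratio check between 0.3 and a set limit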;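 also: plate controls were Siah plus tracer with DMSO for no effect and tracer alone without Siah for full effect; strong numbers were not always called active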
P. falciparum M1AAP: P. falciparum M1AAP inhibitors, biochemical, fluorogenic H-Leu-NHMec substrate, 1536-well (AID 1445) | recombinant M1AAP, H-Leu-NHMec fluorogenic kinetic assay; higher % means a stronger effect | one-dose inhibition, % at 30 µM; IC50 in µM for titrated hits | 220,000 compounds, 0.42% hits;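 active = primary inhibition above the hit cutoff, then over 50% inhibition at one or more dose response concentrations, cut at about 23% in these data, passing the limit was not always enough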;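 also: plate controls were DMSO full reaction for no effect and no enzyme background for full effect; strong numbers were not always called active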
XIAP antagonists: XIAP antagonists, biochemical, IAP family, fluorescence polarization (AID 1018); E3 ubiquitin-protein ligase XIAP (Homo sapiens); XIAP BIR domain, fluorescence polarization peptide displacement; higher % means a stronger effect; one-dose displacement, % at 20 µM; IC50 in µM for titrated hits; 200,000 compounds, 0.007% hits; in the data active = displacement above about 50%; also: a part of the inactive calls stands beside numbers as strong as those of hits
HEK293 NOD2/NF-kB: NOD2 signaling inhibitors, cell-based, luminescence, uHTS, HEK293 (AID 1566). one-dose inhibition, % at 4 µM; EC50 in µM for titrated hits. HEK293 NOD2/NF-kB luciferase reporter, luminescence; higher % means a stronger effect. 290,000 compounds, 0.63% hits; also: many of its hits are not listed in these tables
ER stress rescue: rescue of cells from ER stress-induced death, primary screen, 384-well, CSM14.1, thapsigargin, ATP luminescence (AID 1222); CSM14.1 thapsigargin-induced death rescue, ATP luminescence; higher % means a stronger effect; one-dose cellular ATP content (survival), % at 20 µM; EC50 in µM for titrated hits; 190,000 tested, under 10 active;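 active = EC50 below 50 µM in the dose-response confirmation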;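 also: death triggered by thapsigargin at about 15 µM added after 2 h compound pretreatment; cell ATP read after overnight thapsigargin exposure of roughly 18 to 22 hours; normalized against plate controls of thapsigargin alone and 5% DMSO vehicle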
Hep lipid drop: inhibitors of hepatocyte lipid droplet formation, primary screen, imaging, high-throughput imaging, BODIPY stain; AML12 mouse hepatocytes, oleate lipid droplets; inhibition, % at 6.5 µM; 240,000 compounds, 0.4% hits; AID 1656, 2009;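 active = lipid droplet intensity inhibited by at least 50%, with more than 500 cells counted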
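Assay system: AML12 mouse liver cells | Compound: 6.5 µM single-point dosing | Schedule: Overnight exposure | Technique: Fluorescence imaging, 20x objective, two fields per well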
Hep lipid drop cells 6.5 µM: recorded beside Hep lipid drop, whose call it bears; cell count; measured here: cell count, cytotoxicity flag;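 cells counted across two imaged fields per well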
* marks the source's active call; other numbers are inactive results; . = no result given. Rule as the data show it, unless noted: active = inhibition above about 50%; inactive = the rest. Some of the compounds tested (hit frequency here may not be typical).

entry	mol	LYP phosphatase	AID2073	P. falciparum M17LAP	SIAH1 antagonists	P. falciparum M1AAP
1	CN1CCC(=NNC(=O)COc2ccc(Cl)cc2)CC1	0%	5%	4%	4%	10%
2	CNc1ccc(Br)cc(C(=O)/C=C/c2cccc(OC)c2OC)c1=O	-2%	9%	39%	9%	5%
3	Cc1noc(C(=O)N(C)c2ccccc2)c1Cl	-5%	4%	.	11%	.
4	COc1ccc(CC(=O)NCc2nnc(SCC(=O)c3ccc(OC)cc3)n2C)cc1	-2%	20%	4%	3%	-3%
5	CC1CC(C)(C)NC(C)c2ccccc21 (stereo not drawn)	-5%	0%	6%	0%	-3%
6	COc1ccc(Cn2cc3c(-c4ccc(F)cc4)nnc-3c3cc(OC)c(OC)cc32)cc1	-3%	12%	9%	-7%	6%
7	CC(NC(=O)NC1CCCCC1)C(c1cccs1)N1CCN(c2ccccc2)CC1 (stereo not drawn)	7%	0%	8%	5%	9%
8	CCOc1ccccc1NC(=O)COC(=O)Cc1ccc(-c2ccccc2)cc1	-1%	5%	8%	-4%	0%
9	Cc1c(C(=O)NCc2cccnc2)oc2ccc(S(=O)(=O)N3CCC4(CC3)OCCO4)cc12	-5%	-15%	15%	2%	0%
10	O=[N+]([O-])c1cc2c(c(CSc3nnnn3-c3ccc(O)cc3)c1)OCOC2	2%	-8%	2%	-2%	4%
11	CC(C)c1nc(CNC(=O)c2ccc(OC3CCN(Cc4ccccn4)CC3)cc2)cs1	-3%	1%	.	3%	.
12	COc1ccc(NC(=O)n2ncc3c(C)cccc32)cc1OC	-9%	11%	.	1%	.
13	O=C(Nc1nc(-c2ccc3ccccc3c2)cs1)C1CCN(S(=O)(=O)c2cccs2)CC1	4%	-2%	-6%	-1%	6%
14	Cc1[nH]ccc(=O)c1OCc1c(Cl)cccc1Cl	-4%	2%	-4%	0%	-3%
15	COC(=O)c1[nH]c2c(c1C)C(=O)CC(c1cc(OC)c(OC)c(OC)c1)C2 (stereo not drawn)	-12%	12%	.	-3%	.

entry	XIAP antagonists	HEK293 NOD2/NF-kB	ER stress rescue	Hep lipid drop	Hep lipid drop cells 6.5 µM
1	-2.3%	-4%	0.3%	-3	692
2	-3.9%	7%	-0.3%	6	779
3	.	20%	.	-3	799
4	-12%	-21%	-0.3%	-5	651
5	-3.2%	7%	-0.4%	.	.
6	-7.1%	7%	-1.0%	5	609
7	-5.5%	-10%	-1.7%	-3	638
8	-12%	-21%	-2.1%	-6	718
9	-4.9%	16%	-0.4%	4	707
10	-3.2%	0%	-3.5%	4	573
11	.	24%	.	14	795
12	.	-17%	.	-3	834
13	-1.4%	48%	-2.6%	-18	624
14	-3.8%	14%	0.4%	-1	687
15	.	38%	.	-6	825

Compound profiles (already shown). Order of screens: LYP phosphatase, AID2073, P. falciparum M17LAP, SIAH1 antagonists, P. falciparum M1AAP, XIAP antagonists, HEK293 NOD2/NF-kB, ER stress rescue, Hep lipid drop, Hep lipid drop cells 6.5 µM
Shown for `CCOc1ccccc1NC(=O)COC(=O)Cc1ccc(-c2ccccc2)cc1` = -1%, 5%, 8%, -4%, 0%, -12%, -21%, -2.1%, -6, 718
Shown for `CC(NC(=O)NC1CCCCC1)C(c1cccs1)N1CCN(c2ccccc2)CC1` (stereo not drawn) = 7%, 0%, 8%, 5%, 9%, -5.5%, -10%, -1.7%, -3, 638
Shown for `O=C(Nc1nc(-c2ccc3ccccc3c2)cs1)C1CCN(S(=O)(=O)c2cccs2)CC1` = 4%, -2%, -6%, -1%, 6%, -1.4%, 48%, -2.6%, -18, 624
Shown for `Cc1c(C(=O)NCc2cccnc2)oc2ccc(S(=O)(=O)N3CCC4(CC3)OCCO4)cc12` = -5%, -15%, 15%, 2%, 0%, -4.9%, 16%, -0.4%, 4, 707
Shown for `COc1ccc(Cn2cc3c(-c4ccc(F)cc4)nnc-3c3cc(OC)c(OC)cc32)cc1` = -3%, 12%, 9%, -7%, 6%, -7.1%, 7%, -1.0%, 5, 609

Quoted from the listing:
Entry of no. 15 in AID2073: 12%
Entry of no. 2 in ER stress rescue: -0.3%
Entry of no. 6 in Hep lipid drop cells 6.5 µM: 609

Results in sequence from the list.
HEK293 NOD2/NF-kB, entries 3–12, in order: 20%, -21%, 7%, 7%, -10%, -21%, 16%, 0%, 24%, -17%

Later entries
entry	mol	LYP phosphatase	AID2073	P. falciparum M17LAP	SIAH1 antagonists	P. falciparum M1AAP
16	CC(C)c1nnc(SCC(=O)NCc2ccc3c(c2)OCO3)n1C	-9%	7%	20%	4%	2%
17	Cn1c(CSc2ncccn2)nnc1SCC(=O)N1CCCCCC1	-10%	-2%	0%	2%	3%
18	Cc1c(Cl)c([N+](=O)[O-])nn1Cc1ccc(C(=O)N/N=C\c2cccc(Br)c2)o1	-2%	5%	5%	-2%	12%
19	Cc1c(C)c2cc(Cl)c(OCc3nn[nH]n3)cc2oc1=O	-5%	-4%	30%	-2%	3%
20	CCOc1ccc(C)cc1S(=O)(=O)NC1CCCCCC1	-9%	1%	.	1%	.
21	CC(C)Oc1ccc(C(=O)N2CCCC2C(=O)O)cc1 (stereo not drawn)	-5%	-2%	0%	0%	-4%
22	CCc1ccc(S(=O)(=O)Nc2ccccn2)cc1	-9%	0%	.	-1%	.
23	CC1CCN(CC(O)COCCOc2ccc(Br)cc2)CC1 (stereo not drawn)	-6%	1%	8%	0%	18%
24	O=C(/C=C/c1cc([N+](=O)[O-])ccc1OC(F)F)Nc1cccc(OC(F)F)c1	-5%	12%	5%	12%	-11%
25	COc1cc2c(c(OC)c1)C(c1cccc(OC)c1OC)CC(=O)N2 (stereo not drawn)	-5%	-2%	2%	6%	3%
26	CCN(CC)CCN(C(=O)c1cccc([N+](=O)[O-])c1)c1nc2ccc(OC)cc2s1	-6%	-21%	1%	7%	6%
27	COc1cc(CC(NC(C)=O)C(=O)NC2CCN(C(=O)Nc3ccc(C)cc3)CC2)cc(OC)c1 (stereo not drawn)	-8%	3%	.	-2%	.
28	Cc1ccccc1N(CC(=O)NCCSCc1ccccc1)S(C)(=O)=O	-12%	-14%	.	13%	.
29	O=C(OCc1ccc([N+](=O)[O-])cc1)c1ccc2ccccc2n1	-10%	8%	-14%	-1%	-14%
30	CCP(=O)(CC)C(C)(C)CP(=O)(c1ccccc1)c1ccccc1	2%	6%	10%	7%	2%

entry	XIAP antagonists	HEK293 NOD2/NF-kB	ER stress rescue	Hep lipid drop	Hep lipid drop cells 6.5 µM
16	-6.0%	-5%	4.8%	-19	755
17	-6.9%	18%	-0.3%	-1	807
18	-13%	-5%	1.1%	.	.
19	-3.6%	-10%	-1.1%	.	.
20	.	-2%	.	-11	920
21	-2.9%	0%	-1.4%	.	.
22	.	7%	.	6	814
23	-3.8%	7%	-1.3%	11	637
24	-16%	6%	2.8%	14	656
25	-6.5%	9%	5.4%	-58	672
26	-5.3%	13%	0.9%	26	727
27	.	4%	.	4	783
28	.	13%	.	-8	799
29	.	0%	.	12	694
30	-5.3%	6%	1.8%	-8	738

Next entries:
entry	mol	LYP phosphatase	AID2073	P. falciparum M17LAP	SIAH1 antagonists	P. falciparum M1AAP
31	CCOC(=O)CC1=C(C(=O)OCC)C(c2ccc(C)o2)C(C#N)=C(N)O1 (stereo not drawn)	2%	8%	1%	-1%	-3%
32	COc1ccc([N+](=O)[O-])cc1NC(=O)CSCc1ccccc1	2%	4%	-5%	5%	20%
33	O=C(NCCc1c[nH]c2ccccc12)C1CCN(Cc2ccc(Br)cc2)CC1	-13%	2%	.	13%	.
34	Cc1cccc(-c2cc(C(=O)NCCCn3ccnc3)c3ccccc3n2)c1	0%	6%	22%	-1%	16%
35	COC(=O)N/N=C/c1ccc([N+](=O)[O-])o1	-8%	-3%	27%	0%	3%
36	CCOC(=O)COc1cccc2c(=O)n(CC(=O)N3CCc4ccccc43)ccc12	-3%	37%	7%	2%	-2%
37	O=C(Oc1cccc(C(=S)N2CCOCC2)c1)c1cc([N+](=O)[O-])cc([N+](=O)[O-])c1	-6%	-10%	.	5%	.
38	CCOc1ccc(-c2ccc(/C=C3/C(=N)N4C(C)=CSC4=NC3=O)o2)c([N+](=O)[O-])c1	-4%	18%	24%	-4%	11%
39	Cn1c(=S)ccc2ccccc21	-6%	37%	21%	3%	5%
40	CC1CCc2c(sc3nc(CN4CCOCC4)nc(Sc4ccccc4)c23)C1 (stereo not drawn)	2%	-1%	21%	2%	8%
41	COc1nc(N/N=C/c2ccc(-c3cccc([N+](=O)[O-])c3)o2)nc(N2CCOCC2)n1	0%	18%	-4%	-4%	2%
42	CCC(=O)n1nc(-c2ccccc2)nc1NCc1ccccc1	-8%	11%	6%	0%	3%
43	NC(=S)Nc1cc2ccccc2c2ccccc12	-5%	-16%	-8%	1%	2%

entry	XIAP antagonists	HEK293 NOD2/NF-kB	ER stress rescue	Hep lipid drop	Hep lipid drop cells 6.5 µM
31	-4.5%	-2%	.	-16	639
32	-7.4%	7%	0.7%	-10	698
33	.	-12%	.	-4	774
34	0.2%	-10%	-0.7%	.	.
35	-7.3%	-1%	-1.5%	-34	750
36	-3.1%	-1%	-2.2%	7	597
37	-4.5%	15%	-0.2%	0	689
38	-8.4%	28%	-3.2%	-3	544
39	-2.6%	11%	-0.3%	2	667
40	-6.8%	7%	12%	3	683
41	-3.0%	2%	-1.1%	-16	642
42	-2.4%	-10%	-0.1%	-8	711
43	-4.3%	17%	-2.0%	.	.

Entries 40 through 43 from above:
entry	mol	LYP phosphatase	AID2073	P. falciparum M17LAP	SIAH1 antagonists	P. falciparum M1AAP
40	CC1CCc2c(sc3nc(CN4CCOCC4)nc(Sc4ccccc4)c23)C1 (stereo not drawn)	2%	-1%	21%	2%	8%
41	COc1nc(N/N=C/c2ccc(-c3cccc([N+](=O)[O-])c3)o2)nc(N2CCOCC2)n1	0%	18%	-4%	-4%	2%
42	CCC(=O)n1nc(-c2ccccc2)nc1NCc1ccccc1	-8%	11%	6%	0%	3%
43	NC(=S)Nc1cc2ccccc2c2ccccc12	-5%	-16%	-8%	1%	2%

entry	XIAP antagonists	HEK293 NOD2/NF-kB	ER stress rescue	Hep lipid drop	Hep lipid drop cells 6.5 µM
40	-6.8%	7%	12%	3	683
41	-3.0%	2%	-1.1%	-16	642
42	-2.4%	-10%	-0.1%	-8	711
43	-4.3%	17%	-2.0%	.	.
